# Cycloheximide cs: affects cycloheximide protein synthesis inhibition readout, counter-screen | 300,000 tested, 12% active | max response, % | cell reporter, cycloheximide protein synthesis inhibition counterscreen; in the data active = max response mostly above about 13%, no sharp cut-off; inactive = mostly below about 14%; also: read at 38.3 µM for the half of the compounds with a filed dose; 0% is about no effect
# Tb PYK inh: blocks Trypanosoma brucei pyruvate kinase; Q57TT1; TbPYK enzyme, Kinase-Glo Plus ATP luminescence, 45 min; Potency, µM (series often up to 76.8 µM), for inactives: at the highest dose activity, negative = inhibition, actives largely listed as inhibitors; 410,000 tested, 0.12% active; also: potency is read from the fitted curve at half-maximal effect; % is scaled to controls: 0 for no effect and ±100 for the full control effect; nearly all actives have a fitted effect of over 50% in size
#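 Luminescence from Kinase-Glo Plus, added after a 45-minute room-temperature reaction, served as the end-point read-out. The enzyme and substrate were preincubated with compound before ADP (130 uM final) initiated turnover. Concentration-effect curves came from normalized qHTS data.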
# Pf growth 96h: P. falciparum growth inhibition at 96 hours. P. falciparum luciferase reporter growth, 96 h. Potency, µM (highest dose often 28.7 µM), for the others: at the top dose activity change, negative = inhibition, actives largely listed as inhibitors. 320,000 tested, 6.9% active. AID 504834; also: potency is read from the fitted curve at half-maximal effect; % is scaled to controls: 0 for no effect and ±100 for the full control effect
#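 Cell-based qHTS: luciferase-tagged P. falciparum in erythrocytes (2% hematocrit, 0.05% parasitemia final) incubated with compounds for 96 hours, 37 C, 5% CO2; luciferase detection reagent then added and luminescence measured.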
# LmPK inh: LmPK (Leishmania mexicana) enzyme inhibition; purified LmPK, Kinase-Glo ATP luminescence, 1 h; AID 1721; Q27686; Potency, µM (series often up to 57.5 µM), for inactives: at the top dose activity change, negative = inhibition, hits mostly inhibitors; 290,000 tested, 0.37% active; also: potency is read from the fitted curve at half-maximal effect; % is scaled to controls: 0 for no effect and ±100 for the full control effect
# Target sequence (Q27686 whole entry, looked up): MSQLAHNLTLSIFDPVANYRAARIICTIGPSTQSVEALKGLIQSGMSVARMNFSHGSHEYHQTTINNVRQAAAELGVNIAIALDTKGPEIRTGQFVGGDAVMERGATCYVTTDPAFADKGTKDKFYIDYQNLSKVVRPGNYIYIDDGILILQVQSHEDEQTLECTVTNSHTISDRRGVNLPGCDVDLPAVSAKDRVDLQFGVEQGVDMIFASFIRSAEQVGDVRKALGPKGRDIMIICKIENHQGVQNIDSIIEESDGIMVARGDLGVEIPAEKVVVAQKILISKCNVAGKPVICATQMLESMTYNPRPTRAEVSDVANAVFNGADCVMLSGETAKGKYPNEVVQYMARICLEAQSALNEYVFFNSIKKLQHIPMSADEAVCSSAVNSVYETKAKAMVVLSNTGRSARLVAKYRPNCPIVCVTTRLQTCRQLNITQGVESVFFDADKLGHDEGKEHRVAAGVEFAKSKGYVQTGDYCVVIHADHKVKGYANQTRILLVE
#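 In 50 mM imidazole pH 7.2 with 7 mM MgCl2, LmPK (0.1 nM) turned over PEP (0.5 mM) and ADP (0.1 mM) for 1 h at room temperature. Luciferase read-out of ATP.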
# HCV inhibitor: HCV inhibition | Huh7.5.1 HCVcc-Cre infection, luciferase reporter, 44 h | Potency, µM (titrated, usually from 41.8 µM), inactives show at the top dose activity change, negative = inhibition, actives largely listed as inhibitors | 340,000 tested, 3.4% active | AID 651820; also: potency is read from the fitted curve at half-maximal effect; % is scaled to controls: 0 for no effect and ±100 for the full control effect
#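 Seed cells (1,000/well) for 4 h; treat with compound and infect with HCVcc-Cre, moi about 0.5. Incubate 44 h, then detect luciferase activity.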
# Pf growth 48h: P. falciparum growth inhibition at 48 hours (one generation) | P. falciparum luciferase growth in erythrocytes, 48 h | Potency, µM (series often up to 28.7 µM), without a hit: at the top dose activity change, negative = inhibition, actives largely listed as inhibitors | 310,000 tested, 5.9% active; also: potency is read from the fitted curve at half-maximal effect; % is scaled to controls: 0 for no effect and ±100 for the full control effect
#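 Luciferase-expressing parasites in RBCs, 2% Hct / 0.1% parasitemia final; RPMI 1640 + 0.5% Albumax; 37 C, 5% CO2, one generation; luminescence read-out, lower signal = inhibition.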
# Shiga inhibitor: Shiga toxin inhibition; 290,000 tested, 9.2% active; inhibition, % at 38.7 µM; Vero cells, Shiga toxin protein synthesis inhibition reporter; in the data active = inhibition mostly above about 28%, no sharp cut-off; inactive = mostly below about 43%; also: 0% is about no effect
# Active calls of the source: *; ? = inconclusive; . = not tested or not shown; & = joins results of further samples; [ ] = dose if it differs, or a comment. Unless noted, calls follow the shape of the dose curve; as a rule, active = well fitted curve in the direction sought with a large enough effect; inconclusive = small, poorly fitted or top-dose-only effect, or another doubt; inactive = no such curve, though single readings can be large; an effect the other way counts as inactive or inconclusive.
Molecule	Cycloheximide cs	Pf growth 48h	Pf growth 96h	LmPK inh	HCV inhibitor	Shiga inhibitor	Tb PYK inh
O=C(CCCCCNC(=O)N1CCn2c1nc1ccccc12)NCc1ccccc1Cl	-1.6	-16.1%	0.0%	3.1%	-24.8%	7.9	-0.8%
O=C(CCN1C(=O)/C(=C/c2ccc(F)cc2)SC1=S)NCCCn1ccnc1	5.0	-5.1%	-5.0%	7.7%	7.6%	-8.4	1.2%
Cc1nnsc1C(=O)N/N=C/c1ccc2ccccc2c1O	0.3	2.62µM*	3.29µM*	6.1%	?	20.1	-5.7%
Cc1ccc(-n2nnnc2-c2nc3ccccc3s2)cc1	15.5*	-18.1%	?	3.1%	12.7%	50.9*	-0.5%
CCCCOC(=O)CSC1=C(C#N)C(c2cccnc2)C(C(=O)OCC)=C(c2ccccc2)N1 (configuration not stated)	-2.3	?	?	1.0%	-12.4%	-3.8	0.4%
NS(=O)(=O)c1ccc(NC(=S)Nc2ccc(F)c(F)c2)cc1	-1.5	-11.8%	31.8%	-0.7%	16.5%	1.7	-11.3%
O=C(O)C1CCCN1C(=O)Nc1ccc(F)cc1 (configuration not stated)	-3.8	2.8%	.	-7.0%	6.1%	19.7	-11.0%
CN(CC(O)COCc1cccs1)C1CCCCC1 (configuration not stated)	1.0	3.3%	83.0%[activator]	-2.1%	2.8%	-2.5	4.8%
CC(=O)Nc1ccc(-c2ccnc(-c3ccc(NC(C)=O)cc3)n2)cc1	-2.5	-7.5%	2.3%	10.7%	?	23.0	-0.1%
CCOc1ccccc1NC(=O)CSc1nnc(Cc2ccc(OC)cc2)c(=O)n1N	.	?	?	.	?	.	-1.9%
CCOC(=O)N1CCN(S(=O)(=O)c2ccc(C(=O)N(CCCN(C)C)c3nc4ccc(CC)cc4s3)cc2)CC1	17.3*	6.57µM*	?	6.9%	?	29.9	2.3%
CN(C)C(CNc1ccc(C(F)(F)F)cc1[N+](=O)[O-])c1ccccc1 (configuration not stated)	0.9	?	-28.0%	-6.1%	-2.7%	-7.0	-4.3%
Cc1ccc([C@@H]2[C@@H]3C(=O)N(C)C(=O)[C@@H]3[C@]3(Cc4ccccc4)C(=O)N(CCO)CC(=O)N23)o1	-1.7	14.9%	?	-7.6%	9.1%	-3.2	-2.5%
Cc1cc(NC(=O)c2ccc(Cl)cc2)n(-c2ccccc2)n1	-3.0	2.4%	4.5%	-1.3%	5.8%	-5.6	-2.4%
Cc1ccc(OCc2cc(C(=O)NCCc3cccnc3)no2)cc1C	36.0*	4.0%	47.3%	0.7%	?	50.6*	-3.6%
COc1cc(Cl)c(C)cc1NC(=O)CSCC#N	-5.9	-10.5%	-10.0%	-0.1%	-7.8%	2.3	4.6%
C=CCNC(=O)c1c(Br)cnn1-c1ccc(C)cc1	45.0*	304.5%[activator]	83.3%[activator]	2.6%	-12.2%	58.7*	-10.7%
COc1ccccc1NC(=O)COC(=O)CCC(=O)c1cccs1	.	4.9%	?	.	6.7%	.	-3.6%
Cc1nnc(SCC2CCCO2)n1-c1ccccc1 (configuration not stated)	-1.1	?	16.7%	-0.2%	-23.7%	24.9	-6.4%
CC(C)(C)c1cc(-c2ccccc2)no1	-1.8	4.4%	47.6%[activator]	-2.0%	15.9%	-4.9	2.7%
CCCCCCCCCCC[C@@H](C[C@@H]1OC(=O)[C@H]1CCCCCC)OC(=O)[C@H](CC(C)C)NC=O	5.3&11.5	.	.	3.8%	-2.8%	26.5&10.6	1.7%
Cc1ccc(NC(=O)N2CCN(Cc3ccc4c(c3)OCO4)CC2)cc1	7.3	.	13.1µM*	-4.3%	.	-9.6	-0.7%
COc1ccc(CCNC(=O)C2CCCN2C(=O)Nc2cccc(OC)c2)cc1 (configuration not stated)	0.9	-6.5%	-17.8%	-2.7%	-11.5%	-3.9	-0.3%
COc1ccc(CC(=O)OCC(=O)N(C)C2CCS(=O)(=O)C2)cc1OC (configuration not stated)	.	4.5%	64.7%	.	-1.1%	.	3.1%
Cn1c(SCC(=O)Nc2ccc(C(N)=O)cc2)nc2c(c1=O)SCC2	-2.5	4.7%	-1.6%	-6.8%	17.1%	-3.3	-0.3%
CCCN(CC(=O)Nc1ccccc1OC)C(=O)c1ccc2[nH]c3c(c2c1)CC(C)CC3 (configuration not stated)	.	?	?	.	7.94µM*	.	-0.1%
CC(C)C(=O)N1CCN(c2ccc([N+](=O)[O-])c(NC(C)c3ccccc3)c2)CC1 (configuration not stated)	1.2	9.28µM*	-18.4%	-1.4%	?	-5.5	-0.5%
CCc1nccn1CCC(=O)NC1CCCc2c1cnn2-c1ccc(F)cc1F (configuration not stated)	-3.1	3.6%	-3.0%	-5.3%	?	-14.6	0.3%
CN(C)c1ccc(-c2nn3c(-c4ccccc4Cl)nnc3s2)cc1	-2.4	?	.	-4.3%	?	-4.9	7.0%
COc1ccc(-c2nc3cnccn3c2NCc2ccccc2)cc1SC1CCCCC1	.	?	13.1µM*	.	10µM*	.	-3.1%
O=C(NC1CCN(Cc2ccccc2)CC1)c1cccc(S(=O)(=O)Nc2ccc(F)cc2)c1	.	4.15µM*	2.08µM*	.	?	.	0.2%
COC(=O)c1cc(S(=O)(=O)N2CCCC2)c(Cl)cc1Cl	-3.1	-8.5%	37.2%[activator]	-3.5%	10.8%	-11.5	3.1%
Cn1c(O)c(C(=Nc2ccc(F)cc2)c2ccccc2)c(=O)n(C)c1=O	-0.8	23.8%	33.9%	-0.8%	-12.0%	-1.5	4.5%
Cc1cccc(N2CCN(C(=O)c3cc(=O)[nH]c4ccccc34)CC2)c1C	-0.3	-17.1%	-30.0%	-1.7%	-10.9%	-11.9	6.3%
CCCc1cc(C(=O)Nc2ccc(C(=O)c3ccc(C)cc3)cc2)n(C)n1	17.7	-15.5%	?	3.5%	10µM*	-8.1	0.0%
COc1ccc(S(=O)(=O)NC2(C(F)(F)F)NC(=O)N(CCc3ccccc3)C2=O)cc1 (configuration not stated)	2.1	39.2%[activator]	53.0%[activator]	2.4%	13.6%	9.9	-2.3%&2.1%
O=C(CN1C(=O)C2CC=CCC2C1=O)Nc1ccc(S(=O)(=O)Nc2nccs2)cc1 (configuration not stated)	-0.8	81.5%[activator]	-6.0%	-0.1%	10.3%	-6.8	-2.4%
COc1ccc2cc(C(=O)C3CCCN(C(=O)c4ccnn4C)C3)ccc2c1 (configuration not stated)	17.6	?	?	-2.4%	?	39.3*	2.2%
CCOC(=O)c1c(Nc2nc(C)c(C(=O)NC)s2)sc(C)c1C	10.7	?	?	0.6%	0.3%	-0.8	-5.1%
CCN(CC)C(=O)c1cn(CCC#N)nc1-c1ccc(F)cc1	1.2	-4.4%	34.8%[5.75 µM]	5.1%	34.0%[activator]	13.0	8.1%
COC(=O)[C@H](CC(C)C)NC(=O)NC1CCCc2ccccc21 (some centres not stated)	0.5	-13.2%	?	5.7%	3.2%	-6.7	-1.9%
CCc1cc(=O)[nH]c(SC/C=C/c2ccccc2)n1	-5.0	23.4%	25.9%	-3.5%	29.2%	-3.1	-0.7%
N#Cc1c(N)c(C(=O)c2ccccc2)n2c1CCC2	0.1	9.9%	27.2%	7.7%	-10.1%	-3.8	0.1%
O=C(Nc1ccccc1)c1ccc(=O)n(Cc2ccc(F)c(F)c2)c1	0.8	-17.7%	?	5.2%	-29.2%	-13.2	-6.6%
O=C(CCc1ccc(S(=O)(=O)NCCc2ccccc2)cc1)NCc1ccco1	-1.4	-20.0%	-9.2%	-1.2%	-20.8%	14.7	-7.8%
CN(C)S(=O)(=O)c1cccc(N=c2scc(-c3ccc4c(c3)NC(=O)CO4)n2CC2CCCO2)c1 (configuration not stated)	11.6	?	.	-0.3%	?	-29.5	-16.8%
O=C(CNC(=O)OCc1ccccc1)NC1CCCCNC1=O (configuration not stated)	1.1	0.4%	54.3%[activator]	2.9%	12.9%	-7.2	-0.6%
CC(CN1CCN(C/C=C/c2ccccc2)CC1)c1ccccc1 (configuration not stated)	-2.8	11.6%	-15.3%	-3.0%	-12.3%	.	-9.0%
COc1ccc(CN(CC(=O)NC2CCCC2)C(=O)c2csnn2)cc1	-3.8	4.8%	-26.0%	-4.7%	-6.7%	-2.7	7.3%
CCN(CC)C(=O)c1cccc(C)c1	.	-11.8%&-8.5%	0.8%&-4.6%	.	?	.	0.1%&5.4%
Brc1cnc(N2CCCC2)nc1N1CCCCC1	7.1	.	?	4.1%	10.3%	47.7	4.8%
CCOc1ccc2nc(SC3CC(=O)N(c4ccc(OC)cc4OC)C3=O)sc2c1 (configuration not stated)	-1.5	23.1%	10.9%	-3.6%	-2.0%	-10.4	3.0%
Cn1c(CCN2CCOCC2)nc2cc(NC(=O)COc3ccccc3)ccc21	-0.1	-9.8%	4.4%	-2.3%	12.0%	17.8	2.3%
Cc1cc(C)n2nc(C(=O)OCC(=O)c3c[nH]c4ccccc34)nc2n1	-4.2	11.9%	6.3%	7.1%	8.1%	-0.8	-8.0%
COc1ccccc1N1CC=C(c2cccc([N+](=O)[O-])c2)NC1=O	6.7	-10.2%	44.8%[activator]	2.7%	2.9%	19.2	1.4%
CC(=O)NCCC(=O)Nc1cc(S(=O)(=O)Nc2ccc(Cl)cc2)ccc1N1CCCC1	-0.8	?	?	2.4%	10.3%	-14.0	-8.6%
CCOC(=O)c1c(NC(=O)c2ccc(Cl)cc2)csc1C	-5.1	4.9%	0.0%	2.5%	-6.1%	-7.8	0.9%
COCCCN1C(=O)/C(=C\c2cccs2)C(C(=O)OC)=C1C	-1.6	18.6%	22.6%	3.6%	2.3%	-14.6	3.9%
O=C(CSc1nc2ccccc2nc1N1CCOCC1)Nc1ccccc1F	20.0*	0.0%	-15.1%	-2.3%	-13.1%	24.1*	1.3%
CCOc1ccc(C(=O)CCC(=O)NNC(=O)c2ccncc2)cc1	.	3.0%	53.9%[activator]	.	3.1%	.	-0.9%

# More compounds follow.
Molecule	Cycloheximide cs	Pf growth 48h	Pf growth 96h	LmPK inh	HCV inhibitor	Shiga inhibitor	Tb PYK inh
O=C(Cc1ccccc1)Nn1c(-c2ccccc2F)nc2ccccc2c1=O	2.6	-10.6%	-0.2%	1.3%	-5.1%	2.7	1.5%
CCOc1ccc(C2C(C(=O)c3ccco3)=C(O)C(=O)N2CCN2CCOCC2)cc1OCC (configuration not stated)	4.6	11.9%	30.9%[activator]	-3.3%	3.2%	-3.9	2.4%
CCOC(=O)c1ccc(NC(=O)CSc2nnc(COc3ccccc3OC)n2C)cc1	5.0	?	.	3.3%	?	-8.9	-7.4%
Cc1ccc(-c2csc3ncn(CC(=O)OC(C)C)c(=O)c23)cc1	-0.5	-1.3%	?	-2.7%	-25.6%	4.2	-5.2%
Nc1cnc(-c2ccccc2)nc1Cl	16.5	50.4%[activator]	68.1%[activator]	-4.8%	0.1%	12.6*	1.0%
CCOC(=O)C1CCN(c2ncnc3c2oc2ccccc23)CC1	-0.9	14.1%	11.7µM*	-0.1%	-25.0%	-9.3	-2.7%

# Compounds as they come (roughly 24% active in at least one column).
